Screens (PubChem BioAssay)
GAA spleen mod = qHTS Assay for Inhibitors and Activators of Human alpha-Glucosidase From Spleen Homogenate; Lysosomal alpha-glucosidase (Homo sapiens), P10253; human spleen homogenate, 4-MU-alpha-glucoside fluorescence; Potency, µM (highest dose often 79.9 µM), for inactives: at the highest dose activity change, negative = inhibition, hits mostly inhibitors; actives 0.006% (n = 240,000); AID 2112, 2009;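 also: 0% = enzyme with vehicle and -100% = no enzyme basal signal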
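Enzyme source: human spleen homogenate, 1 ug/well. Buffer 50 mM citric acid/K phosphate pH 5.0, 0.01% Tween-20. 4-MU-alpha-glucoside 1 mM; 37 C x 40 min; NaOH/glycine stop; fluorescence.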
Tau fluor counter = Counterscreen qHTS for Inhibitors of Tau Fibril Formation, Fluorescence Polarization; tau K18 P301L (four-repeat tau fragment) Alexa594 fluorescence, heparin fibrillization; Potency, µM (titrated, usually from 57.7 µM), for the others: top-dose activity change, negative = decrease; actives 0.93% (n = 280,000); AID 1463, 2008; also: % is scaled to controls: 0 for no effect and ±100 for the full control effect; nearly all actives have a fitted effect of over 55% in size
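Human K18 P301L tau (15 uM unlabeled plus 0.24 uM Alexa 594-labeled, final) in 100 mM sodium acetate pH 7 was mixed with compound and 20 uM heparin and incubated 6 hr at 37 C.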
ALDH1A1 block = qHTS Assay for Inhibitors of Aldehyde Dehydrogenase 1 (ALDH1A1); Aldehyde dehydrogenase 1A1 (Homo sapiens), P00352; Purified ALDH1A1, NADH fluorescence, propionaldehyde substrate; Potency, µM (titrated, usually from 75.3 µM), for the others: at the highest dose activity, negative = inhibition, hits mostly inhibitors; actives 7.3% (n = 220,000); active = well fitted inhibition curve with a large enough effect, not every such curve was filed as active; inconclusive = small, poorly fitted or top-dose-only effect, or another doubt; inactive = no such curve, though single readings can be large or run the other way;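 also: plate controls were no enzyme wells and a reference inhibitor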
Target sequence (P00352 whole entry, looked up): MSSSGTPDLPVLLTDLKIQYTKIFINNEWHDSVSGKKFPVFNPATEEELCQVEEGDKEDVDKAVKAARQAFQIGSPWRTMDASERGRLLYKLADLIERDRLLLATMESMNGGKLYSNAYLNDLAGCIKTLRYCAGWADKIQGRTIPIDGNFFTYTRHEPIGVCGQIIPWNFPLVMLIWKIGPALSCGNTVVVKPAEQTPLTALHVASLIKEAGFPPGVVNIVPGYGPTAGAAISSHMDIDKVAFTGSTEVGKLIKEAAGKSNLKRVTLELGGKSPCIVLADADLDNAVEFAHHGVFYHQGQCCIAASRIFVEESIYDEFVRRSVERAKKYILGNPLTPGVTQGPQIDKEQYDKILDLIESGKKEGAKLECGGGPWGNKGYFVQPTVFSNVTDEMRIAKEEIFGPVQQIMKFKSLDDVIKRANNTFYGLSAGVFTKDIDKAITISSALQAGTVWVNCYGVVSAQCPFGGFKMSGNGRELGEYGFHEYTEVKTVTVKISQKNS
GAA glycogen mod = qHTS Assay for Inhibitors and Activators of Human alpha-Glucosidase Cleavage of Glycogen; Lysosomal alpha-glucosidase (Homo sapiens), P10253; recombinant GAA, glycogen substrate, Amplex Red glucose oxidase fluorescence; Potency, µM (series often up to 76.4 µM), inactives show at the highest dose activity change, negative = inhibition, most hits filed as inhibitors; actives 0.38% (n = 300,000); AID 2100, 2009;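 also: 0% = full enzyme reaction and -100% = no-enzyme basal signal; the screen sought inhibitors and activators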
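Recombinant human alpha-glucosidase (4 nM final) hydrolysed bovine liver glycogen (30 ug) for 40 min at 37 C in pH 5.0 citrate/phosphate with 0.01% Tween-20. Released glucose detected by glucose oxidase/Amplex Red, Ex 573/Em 610 nm. Compounds up to 77 uM; AC50 from Hill fits.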
Epigenetic reg = Quantitative High-Throughput Screen for Regulators of Epigenetic Control; murine LDR cells, GFP reporter derepression, 30 h; Potency, µM (doses to about 53.9 µM), for inactives: at the highest dose GFP activation, most hits filed as activators; actives 0.2% (n = 280,000); also: % of control where 0% means no effect; nearly all actives have a fitted effect of over 60% in size
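Derepression of a silenced CMV-GFP reporter in murine LDR cells is scored by enumerating GFP-positive cells with a laser-scanning microplate cytometer after 30 hours of treatment at 37 C.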
GAA inhib = qHTS Assay for Inhibitors of Human alpha-Glucosidase as a Potential Chaperone Treatment of Pompe Disease. purified human GAA, 4-MU-alpha-glucoside fluorescence. Potency, µM (series often up to 76.9 µM), for inactives: at the highest dose activity change, negative = inhibition, usual class: inhibitors. actives 0.005% (n = 200,000). AID 1466, 2008;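 also: plate controls were uninhibited enzyme wells for no effect and no-enzyme background for full effect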
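Human alpha-glucosidase, 4 nM, pre-mixed with test compounds before 400 uM 4-methylumbelliferyl substrate; 20 min room temperature at pH 5.0. Fluorescence read after pH 10 stop; AC50 values from Hill-equation fits.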
NPSR antag = qHTS Assay for Antagonists of the Neuropeptide S Receptor: cAMP Signal Transduction; AID 1461, 2008; CHO-NPSR cells, cAMP TR-FRET, antagonist mode; Q6W5P4; actives 1% (n = 220,000); Potency, µM (doses to about 38.3 µM), without a hit: at the top dose activity change, negative = inhibition, usual class: inhibitors; also: % is scaled to controls: 0 for no effect and ±100 for the full control effect; nearly all actives have a fitted effect of over 50% in size; many of its hits are not listed in these tables
Target sequence (Q6W5P4 whole entry, looked up): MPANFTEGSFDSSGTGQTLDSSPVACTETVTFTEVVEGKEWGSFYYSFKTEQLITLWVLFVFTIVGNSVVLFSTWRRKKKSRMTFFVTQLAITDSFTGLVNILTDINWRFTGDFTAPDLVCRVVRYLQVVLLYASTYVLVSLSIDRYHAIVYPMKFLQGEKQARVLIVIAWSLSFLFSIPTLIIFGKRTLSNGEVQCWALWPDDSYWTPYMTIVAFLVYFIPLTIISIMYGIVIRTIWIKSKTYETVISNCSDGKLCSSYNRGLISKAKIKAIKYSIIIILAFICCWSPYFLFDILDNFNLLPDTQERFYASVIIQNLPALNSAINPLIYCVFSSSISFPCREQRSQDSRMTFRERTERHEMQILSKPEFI
aGal spleen mod = qHTS Assay for Inhibitors and Activators of Human alpha-Galactosidase From Spleen Homogenate; Alpha-galactosidase A (Homo sapiens), P06280; human spleen homogenate, 4MU-alpha-Gal fluorescence, 40 min; Potency, µM (doses to about 80 µM), inactives show top-dose activity change, negative = inhibition, usual class: inhibitors; actives 0.008% (n = 240,000);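 also: 0% = enzyme with vehicle and -100% = no enzyme basal signal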
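Human spleen homogenate (1 ug) was the enzyme source, with 4-methylumbelliferyl-alpha-D-galactopyranoside (1 mM final) in pH 5.0 citrate buffer with 0.01% Tween-20. Compounds were titrated; after 40 min at 37C, NaOH/glycine stop, 4-MU fluorescence read; AC50 from Hill fits.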
The depositor's hits bear a star; ? = inconclusive; / = no result given; [ ] = another dose, or the depositor's remark. Unless noted, calls follow the shape of the dose curve; as a rule, active = well fitted curve in the direction sought with a large enough effect; inconclusive = small, poorly fitted or top-dose-only effect, or another doubt; inactive = no such curve, though single readings can be large; an effect the other way counts as inactive or inconclusive. Potency is read from the fitted curve at half-maximal effect. An excerpt; count on the stated rates, not on these rows.

Molecule	GAA spleen mod	Tau fluor counter	ALDH1A1 block	GAA glycogen mod	Epigenetic reg	GAA inhib	NPSR antag	aGal spleen mod
CCc1c(C)nc2nc(NC(C)=O)[nH]n2c1=O	-7%	-4%	13%	0%	4.0%	1%	-6%[46.1 µM]	9%
CCN(CC(=O)NC(C)C)Cc1nc2sc3c(c2c(=O)[nH]1)CCC3	-2%	-7%	-3%	4%	1.0%	-5%	-4%[46.1 µM]	3%
CNCc1ccccc1Sc1cccc(O)c1	1%	0%	12%	-9%	0.3%	-4%	11%	12%
COC(=O)c1c(C)[nH]c(C(=O)/C=C/c2ccc(C)cc2)c1C	-7%	-12%	/	-3%	3.0%	/	-59%	7%
CN(C)/C=N/c1sc2c(c1C#N)CCCC2	9%	-14%	2µM*	0%	-2.6%	-14%	2%	5%
Cc1ccc(OCC(=O)NCCC2=CCCCC2)cc1	-1%	-7%	?	-5%	?	-5%	0%	0%
COc1cccc(CN(C)Cc2nc3cc(C(F)(F)F)ccc3c(=O)[nH]2)c1	-3%	-8%	/	5%	-2.8%	/	1%	-5%
O=C(NNc1ccc(-c2csnn2)cc1)c1ccccc1C(F)(F)F	4%	-20%	2%	9.9µM*	0.0%	1%	-1%	4%
O=C(NC(=S)NCc1ccccc1)c1ccccc1	-5%	-23%	?	-16%	-0.3%	-5%	-30%	0%
NS(=O)(=O)c1ccc(Nc2nc(-c3ccc4ccccc4c3)cs2)cc1	-7%	?	-13%	-1%	7.0%	-33%	-7%[46.1 µM]	4%
Nc1c(-c2ccccc2)c(CN2CCOCC2)nn1-c1ccc(F)cc1	-6%	-5%	-6%	11%	2.3%	3%	-8%[46.1 µM]	-6%
Cc1cc(NC(=O)c2ccoc2C)no1	-5%	-9%	?	-1%	1.2%	-1%	8%[46.1 µM]	-3%
COc1ccc(/C=C(\C#N)c2nc3ccc(C)cc3[nH]2)cc1Oc1ccc(C(F)(F)F)cc1[N+](=O)[O-]	3%	-24%	13%	2%	?	-1%	0%[46.1 µM]	7%
O=C(Nc1nc(-c2cccs2)cs1)c1ccco1	-1%	-21%	?	-4%	-1.3%	1%	-14%	-3%
CCOc1ccc(C(=O)Nc2ccc(N3CCN(C(C)=O)CC3)cc2)cc1[N+](=O)[O-]	3%	?	-11%	-21%	-1.7%	?	3%	10%
O=C1NC2(CCCCC2)C(=O)N1Cc1ccc([N+](=O)[O-])cc1	5%	-10%	?	1%	0.0%	6%	-12%	-9%
NC1=NC(=O)C(Cc2cccc(Cl)c2Cl)S1 (stereo unspecified)	-10%	-3%	12%	13%	-1.1%	6%	13%	0%
O=C(Nc1ccc(Br)cc1)C1CCCN(S(=O)(=O)c2cccnc2)C1 (stereo unspecified)	-20%	-14%	-4%	0%	-0.4%	-1%	-15%	0%
CCCC(=O)NCCc1ccc(S(N)(=O)=O)cc1	-1%	-2%	4.5µM*	-2%	0.1%	?	-3%[46.1 µM]	7%
Cc1nc(C)c(-c2csc(N)n2)s1	-4%	-2%	3%	2%	-1.1%	10%	-27%	-3%

Next section; the last four above are carried over.
Molecule	GAA spleen mod	Tau fluor counter	ALDH1A1 block	GAA glycogen mod	Epigenetic reg	GAA inhib	NPSR antag	aGal spleen mod
NC1=NC(=O)C(Cc2cccc(Cl)c2Cl)S1 (stereo unspecified)	-10%	-3%	12%	13%	-1.1%	6%	13%	0%
O=C(Nc1ccc(Br)cc1)C1CCCN(S(=O)(=O)c2cccnc2)C1 (stereo unspecified)	-20%	-14%	-4%	0%	-0.4%	-1%	-15%	0%
CCCC(=O)NCCc1ccc(S(N)(=O)=O)cc1	-1%	-2%	4.5µM*	-2%	0.1%	?	-3%[46.1 µM]	7%
Cc1nc(C)c(-c2csc(N)n2)s1	-4%	-2%	3%	2%	-1.1%	10%	-27%	-3%
Cc1nn(C)c(=O)n1-c1ccc(Oc2ccccc2)cc1	-13%	-10%	9%	7%	-0.9%	-7%	-8%[46.1 µM]	-7%
CC(=O)Nc1ccc2oc(-c3ccccc3Br)nc2c1	1%	-3%	?	-15%	-2.8%	-14%	-9%[46.1 µM]	0%
Cc1ccc(OCC(=O)Nc2cccc3nsnc23)c(C)c1	-11%	-7%	?	5%	0.0%	13%	-4%[46.1 µM]	-1%
C#CC(N)CCC(=O)O (stereo unspecified)	-5%	-22%	12%	/	-0.2%	/	-7%[46.1 µM]	4%
Cc1cc(OCC(=O)Nc2cc(-c3nn4c(C)nnc4s3)ccc2C)ccc1Cl	-14%	-1%	-3%	-6%	1.7%	4%[15.4 µM]	?	-12%
CCOC(=O)c1sc(S(C)(=O)=O)c2c1CC(C)(C)C/C2=N/O	2%	-13%	?	3%	1.1%	5%	29%	-3%
COc1cccc2cc(C(=O)N(C)C)c(=O)oc12	-13%	0%	5%	4%	0.9%	2%	-13%[46.1 µM]	18%
CCN(CC)C(=O)CSc1nc(-c2ccccc2)cc(=O)[nH]1	3%	-11%	?	5%	6.0%	-1%	19%	-3%
Cc1ccc(N2CC(C(N)=O)CC2=O)cc1C (stereo unspecified)	10%	3%	3%	5%	0.0%	-3%	14%[46.1 µM]	4%
O=C(CSc1ncn(-c2ccccc2)n1)NCc1ccccc1	3%	-6%	-3%	-1%	1.2%	1%	-11%[46.1 µM]	1%
COC(=O)c1ccc(CSc2nc3c(c(=O)n2-c2ccc(C)cc2)SCC3)o1	-14%	-11%	-6%	-1%	-0.8%	-6%	-27%[46.1 µM]	-7%
O=C(c1cccc(S(=O)(=O)N2CCCCC2)c1)N1CCCCC1	-8%	2%	-5%	-13%	-2.2%	-2%	-8%[46.1 µM]	-1%
O=C(O)CCc1ccc(S(=O)(=O)N2CCOCC2)cc1	?	-3%	-4%	-9%	-2.0%	?	-2%[46.1 µM]	-1%
CCOC(=O)c1c(C)[nH]c(C2=NNC(=Nc3cccc(Cl)c3)SC2)c1C	-2%	?	?	6%	2.2%	4%	-29%	-3%
COc1ccccc1/C=C/C=N/n1c(-c2ccc(C)cc2)n[nH]c1=S	-2%	-28%	32µM*	0%	1.0%	-1%	-15%	6%
O=C(/C=C/c1ccccc1)N1CCCC1CO (stereo unspecified)	9%[17.4 µM]	-9%[11.6 µM]	-1%[13.5 µM]	/	0.0%[10.1 µM]	/	/	1%[17.5 µM]
COc1ccc2occ(NC(C)=O)c2c1	-1%	-8%	12%	5%	0.0%	4%	12%[46.1 µM]	5%
O=C(O)c1ccccc1S(=O)CCO (stereo unspecified)	-3%	-7%	-7%	-4%	7.1%	5%	7%[46.1 µM]	-2%
Clc1cccc(N2CCN(c3ncnc4nc[nH]c34)CC2)c1	5%	2%	8%	2%	-0.8%	1%[15.4 µM]	-4%	2%
CCCCNC(=O)C1CC(=O)N(C2CCCC2)C1 (stereo unspecified)	-3%	-9%	4%	-16%	0.1%	-9%	1%[46.1 µM]	8%

Complete entries, looked up by structure.
Record of CCCCNC(=O)C1CC(=O)N(C2CCCC2)C1 (stereo unspecified) → GAA spleen mod: -3%; Tau fluor counter: -9%; ALDH1A1 block: 4%; GAA glycogen mod: -16%; Epigenetic reg: 0.1%; GAA inhib: -9%; NPSR antag: 1%[46.1 µM]; aGal spleen mod: 8%
Record of CCOC(=O)c1sc(S(C)(=O)=O)c2c1CC(C)(C)C/C2=N/O → GAA spleen mod: 2%; Tau fluor counter: -13%; ALDH1A1 block: ?; GAA glycogen mod: 3%; Epigenetic reg: 1.1%; GAA inhib: 5%; NPSR antag: 29%; aGal spleen mod: -3%

Next part
Values run as follows: GAA spleen mod, Tau fluor counter, ALDH1A1 block, GAA glycogen mod, Epigenetic reg, GAA inhib, NPSR antag, aGal spleen mod
- C=CCNC(=O)c1c(Br)cnn1-c1ccc(C)cc1
→ -5%, -7%, ?, -9%, -0.2%, /, 41%, 5%
- Cc1cccc(NC(=O)c2cnn3ccccc23)c1C
→ 5%, -7%, /, -1%, 0.3%, /, -20%, 4%
- O=C(CSc1nc(-c2ccccc2)c(-c2ccccc2)[nH]1)NCC1CCCO1 (stereo unspecified)
→ -7%, -9%, ?, 3%, 0.4%, -10%, -17%, -1%
- CS(=O)(=O)Nc1ccc(C2=NN(C(=O)c3ccco3)C(c3ccccc3)C2)cc1 (stereo unspecified)
→ 7%, -3%, 16µM*, -2%, -1.3%, 2%, -22%, 2%
- CCOC(=O)CCn1c(CC(=O)OCC)nc2ccccc21
→ 4%, 2%, -6%, -5%, -3.5%, 1%, -6%[46.1 µM], -2%
- NS(=O)(=O)c1ccc(CNC(=O)NC2(c3ccccc3)CC2)cc1
→ 2%, -6%, 13%, 5%, -0.2%, -3%, -13%[46.1 µM], 0%
- O=C(Cn1nnc(-c2cccs2)n1)Nc1ccccc1C(F)(F)F
→ 1%, 6%, 13%, 7%, 1.1%, 1%, 2%, -1%
- O=C(Nc1ccc(Cl)cc1)OCc1cncs1
→ -4%, -11%, 1%, 17%, -2.2%, -1%, -1%[46.1 µM], -15%
- Cc1ccc(Cn2c(=N)n(CC(O)c3ccco3)c3ccccc32)cc1 (stereo unspecified)
→ -12%, -7%, 0%, 0%, 1.0%, -5%, -1%[46.1 µM], 10%

By substructure: the compounds so far with a cyano group (2)
Values run as follows: GAA spleen mod, Tau fluor counter, ALDH1A1 block, GAA glycogen mod, Epigenetic reg, GAA inhib, NPSR antag, aGal spleen mod
- CN(C)/C=N/c1sc2c(c1C#N)CCCC2
→ 9%, -14%, 2µM*, 0%, -2.6%, -14%, 2%, 5%
- COc1ccc(/C=C(\C#N)c2nc3ccc(C)cc3[nH]2)cc1Oc1ccc(C(F)(F)F)cc1[N+](=O)[O-]
→ 3%, -24%, 13%, 2%, ?, -1%, 0%[46.1 µM], 7%
